Screening results (PubChem)
GalR3 antagonist: antagonists of human GalR3. actives 0.44% (n = 360,000). O60755. inhibition, % at 3 µM. AID 651719. HEK293 GalR3-CNG cAMP membrane potential fluorescence; galR3 body fused to GalR1 C-terminus;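 active = inhibition above the screen-wide average plus 3 SD, cut at about 13% in these data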;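 also: forskolin and galanin both at EC90 stimulate the cells; cAMP rise reported by CNG channel membrane potential dye signal; 0% = forskolin plus galanin with DMSO and 100% = forskolin alone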
Target sequence (O60755 1-299 limits assumed): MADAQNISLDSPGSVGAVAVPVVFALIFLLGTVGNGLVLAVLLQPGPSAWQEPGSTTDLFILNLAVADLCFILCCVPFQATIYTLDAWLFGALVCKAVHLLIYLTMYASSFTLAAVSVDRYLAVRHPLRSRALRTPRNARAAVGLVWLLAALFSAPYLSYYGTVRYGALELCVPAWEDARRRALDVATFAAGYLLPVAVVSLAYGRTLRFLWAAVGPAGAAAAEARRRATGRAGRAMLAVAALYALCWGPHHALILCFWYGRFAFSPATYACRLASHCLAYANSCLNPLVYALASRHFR
IMP-1 inh: blocks Pseudomonas aeruginosa IMP-1 metallo-beta-lactamase; purified IMP-1, nitrocefin hydrolysis, epi-absorbance fluorescence; inhibition, % at 5.6 µM; actives 0.45% (n = 290,000); AID 1556;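 active = inhibition above the mean plus 3 SD of all compounds in the same screening run, cut at about 4.5% in these data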;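 also: 0% = IMP-1 with DMSO and 100% = DMSO wells lacking enzyme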
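Assay system: purified recombinant IMP-1 beta-lactamase. Input: IMP-1 0.2 nM before substrate addition. Buffer or medium: Zinc- and detergent-supplemented HEPES buffer, pH 7.1. Schedule: 25 °C, 15 min preincubation, 25 min reaction. Signal: Epi-absorbance fluorescence, 480 nm excitation, 530 nm emission. Evaluation: percent inhibition from optical density relative to buffer-blank wells.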
HCV NS3 hel inh: blocks Hepatitis C virus NS3 helicase unwinding; inhibition, % at 10.9 µM; AID 1800; NS3 helicase DNA unwinding, Cy5 molecular beacon fluorescence; actives 0.56% (n = 290,000);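 active = inhibition above the mean of all tested compounds plus 3 SD, set per campaign, cut at about 35% in these data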;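 also: 0% = DMSO wells and 100% = thioflavine S control wells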
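test system = hepatitis C virus NS3 helicase domain fragment enzyme | reagent = annealed dual-labelled DNA beacon duplex, ATP-started | times = 1 h at 25 °C | detection = Cy5 fluorescence, 0 and 60 min reads | read-out basis = percent inhibition from t60/t0 fluorescence ratio | control set = DMSO and thioflavine S | replication = one well per compound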
CRFR2-BP antag: CRF-BP/CRF-R2 complex antagonism; HEK293 CRF-R2/CRF-BP, CRF-induced calcium fluorescence; inhibition, % at 11.8 µM; actives 0.59% (n = 350,000);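 active = inhibition of the ligand-induced calcium signal above about 50% at the single tested concentration, limit read from the data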
VIM-2 inh: inhibitors of Pseudomonas aeruginosa VIM-2 metallo-beta-lactamase; inhibition, % at 5.6 µM; purified VIM-2, nitrocefin hydrolysis, epi-absorbance fluorescence; actives 0.89% (n = 290,000);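 active = inhibition above the mean of all tested compounds plus 3 SD, cutoff set per screening run, cut at about 7.5% in these data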;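 also: red hydrolysis product quenches plate fluorescence so inhibitors raise well fluorescence; 0% = enzyme with DMSO and 100% = DMSO without enzyme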
SUMO HTRF inh: blocks human SUMOylation mediated by UBC9. inhibition, % at 35 µM. actives 0.36% (n = 290,000). HTRF SUMOylation assay, SAE1/SAE2 + UBC9, in vitro; in the data active = inhibition above about 50%, passing the limit was not always enough; also: strong numbers were not always called active
Target sequence (P63279 whole entry, looked up): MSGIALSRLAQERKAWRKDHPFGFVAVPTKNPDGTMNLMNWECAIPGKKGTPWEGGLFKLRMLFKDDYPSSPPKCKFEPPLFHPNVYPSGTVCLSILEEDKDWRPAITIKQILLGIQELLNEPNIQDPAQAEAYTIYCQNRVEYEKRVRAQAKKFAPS
p-CIP stab down: lowers stability of the mouse p/CIP coactivator protein | Q05BA5 | F442A p/CIP-EGFP cells, EGFP fluorescence, 16 h | decrease of EGFP signal, % at 10 µM | actives 0.01% (n = 290,000) | AID 1984;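 active = EGFP signal decrease of at least 30% at 10 µM or well 3 SD below plate mean, unless failing retest; inactive = the rest, including hits failing retest or dose response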; also: some compounds called inactive have numbers as strong as hits; many of its hits are not listed in these tables
IDE cell activ: IDE (human) activation, cell-based | activation, % at 5.96 µM | actives 0.073% (n = 340,000) | AID 493087 | HEK cells, FAbeta-B cleavage, fluorescence polarization; 0% vehicle, 100% cell-free pure enzyme wells | P14735;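 active = activation above the mean of all tested compounds plus 3 SD, set per screening campaign, cut at about 17% in these data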
IDE inh: inhibits human insulin-degrading enzyme in HEK cells; FAbetaB cleavage, fluorescence polarization; inhibition, % at 5.59 µM; actives 0.41% (n = 320,000); P14735;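 active = percent inhibition above the average of all tested compounds plus 3 SD, set per screening campaign, cut at about 16% in these data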;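 also: IDE supplied by intact live HEK cells; FP after avidin binding of uncleaved biotin substrate so inhibition keeps polarization high; 0% = DMSO wells and 100% = 60 µM reference IDE inhibitor Ii1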
* marks the source's active call; other numbers are inactive results; . = not tested or not shown. Compounds were not picked by outcome. About 3.2% of those tested had a hit in this group.

Value order – GalR3 antagonist	IMP-1 inh	HCV NS3 hel inh	CRFR2-BP antag	VIM-2 inh	SUMO HTRF inh	p-CIP stab down	IDE cell activ	IDE inh
1) Cc1ccc(N=CC=C2OC(C)(C)C(C)(C)O2)c(C)c1
  5	-3.4	10	5	-2.2	-16	3	3	0
2) COc1ccc(Cl)cc1N(CC(=O)NCC(C)C)S(=O)(=O)c1ccc(C)c([N+](=O)[O-])c1
  4	-4.2	-6	6	-3.4	17	-13	4	-5
3) C/C(=N/NC(=O)CN1CCN(S(=O)(=O)c2ccc(Br)cc2)CC1)c1ccncc1
  4	-4.9	3	11	-3.6	17	-6	1	9
4) CCOC(=O)N1CCC(NC(=O)CS(=O)(=O)Cc2nc(-c3ccc(C)cc3)oc2C)CC1
  .	-2.1	5	26	-1.8	13	-14	-3	3
5) COc1cccc(C2/C(=C(\O)c3ccc(OC)c(OC)c3)C(=O)C(=O)N2c2cc(C)on2)c1 (centres undefined)
  -5	-3.4	1	12	-0.1	18	12	-2	-1
6) CSc1nsc(SCC(=O)Nc2ccc3c(c2)OCCO3)n1
  3	-2.8	5	9	-3.7	-1	2	3	5
7) Cc1ccnc2nc(C(=O)NCc3cccs3)nn12
  -4	-4.9	-14	3	0.5	-4	8	-1	2
8) Cc1nc(C)n(CC(=O)N2CCCC(C(=O)c3ccc(C(F)(F)F)cc3)C2)n1 (centres undefined)
  1	-2.5	-12	7	-3.6	-1	4	3	0
9) C=CCNc1nc(NCCO)nc(N2CCCC2)n1
  -3	-0.9	-7	-21	-0.6	16	-5	2	7
10) CC(=O)N1CCc2cc(S(=O)(=O)CCC(=O)O)ccc21
  0	-1.4	3	0	-0.7	0	4	5	1
11) COC(=O)c1ccc(-n2c(C)cc(C(=O)CSc3ccc(NC(C)=O)cc3)c2C)cc1
  -7	-3.9	-8	-14	-4.8	-16	2	2	-2
12) O=C1CN(C(=O)c2c(F)cccc2F)C(c2ccc(F)cc2)c2cc(F)ccc2N1 (centres undefined)
  -7	-2.1	-5	-17	2.5	3	0	2	2
13) Cn1nnc(NCc2cc(Br)ccc2OCc2cccs2)n1
  -12	-2.1	14	2	-3.8	5	-2	5	-5
14) COc1cccc(/C=N/NC(=O)c2cc3c(OC)ccc(OC)c3[nH]2)c1O
  -10	0.0	-6	-1	-1.2	5	-15	2	1
15) Cc1cc(C)cc(-n2ncc3c2CCCC3NC(=O)c2cc(C)[nH]n2)c1 (centres undefined)
  -2	-2.7	-10	-1	-0.1	5	0	3	-4
16) O=c1c(O)c(-c2cccs2)oc2ccccc12
  -3	-1.6	14	-64	-1.2	14	-264	-85	-18
17) C=CCN1CCN(C(=O)c2oc3ccccc3c2C)CC1
  -4	-0.2	-4	10	-0.7	13	1	-8	0
18) CC(NC(=O)CCC1COc2ccccc2O1)c1ccccc1 (centres undefined)
  -6	0.3	0	0	-2.4	-6	-5	4	0
19) O=C(N/N=C/C(Br)=C/c1ccccc1)c1ccccc1F
  -8	2.8	0	2	0.3	21	-8	3	1
20) O=C(N[C@H](C(=O)O)c1ccccc1)C1CCC(Cn2cnc3ccccc3c2=O)CC1 (some centres undefined)
  -1	-3.0	7	13	-1.5	13	2	-1	-2

An excerpt from above, showing only CRFR2-BP antag, GalR3 antagonist and HCV NS3 hel inh:
No.	compound	CRFR2-BP antag	GalR3 antagonist	HCV NS3 hel inh
3	C/C(=N/NC(=O)CN1CCN(S(=O)(=O)c2ccc(Br)cc2)CC1)c1ccncc1	11	4	3
4	CCOC(=O)N1CCC(NC(=O)CS(=O)(=O)Cc2nc(-c3ccc(C)cc3)oc2C)CC1	26	.	5

Other structures
Value order – GalR3 antagonist	IMP-1 inh	HCV NS3 hel inh	CRFR2-BP antag	VIM-2 inh	SUMO HTRF inh	p-CIP stab down	IDE cell activ	IDE inh
21) COc1ccc2c(c1OC)C(=O)OC2Nc1ncccc1C (centres undefined)
  2	-1.8	0	-6	-1.4	4	-2	-3	-1
22) O=C(Nc1nnc(CCc2ccccc2)s1)C1CCCO1 (centres undefined)
  -2	-2.4	-6	4	-0.4	8	-16	5	10
23) Cc1nn(Cc2ccc(Cl)c(Cl)c2)c(C)c1NC(=O)c1cc(CC(C)C)on1
  2	-1.9	-2	27	1.0	-17	-6	10	-4
24) CC1CCCN(S(=O)(=O)c2ccc(C(=O)Nc3nnc(-c4ccncc4)o3)cc2)C1 (centres undefined)
  -3	-5.0	14	-36	-3.6	-28	2	3	2
25) CCOC(=O)Cn1c(=O)c(C#N)cn(C(C)C)c1=O
  -4	-1.7	-12	0	-2.9	13	-2	.	-4
26) O=C(CNC(=O)c1ccc(Cl)cc1Cl)NCCCn1ccnc1
  -3	-2.3	-1	1	-2.9	27	-2	-5	0
27) CSc1ncccc1C(=O)N1CCCC(Nc2ccc(C)c(C)c2)C1 (centres undefined)
  -3	-0.9	0	2	-0.5	5	-5	5	.
28) C=CCn1c(CCNC(=O)c2ccccc2F)nnc1SCC(=O)Nc1ccccc1F
  1	-3.6	-2	-4	0.5	-8	-2	2	5
29) CCN(CC)CCN1C(=O)c2oc3ccccc3c(=O)c2C1c1ccc(C)cc1 (centres undefined)
  3	-1.0	-9	-24	-3.6	23	6	4	0
30) COc1cc(NC2=CC(=O)CC(C)(C)C2)cc(OC)c1
  -2	-1.3	13	13	-0.6	13	-4	-1	0
31) Cc1cccc(NC(=O)Cn2c(=O)n(Cc3ccccc3)c(=O)c3c(C)c(C)sc32)c1
  3	-3.0	-2	20	-4.8	2	-5	1	0
32) CCOC(=O)c1c(/N=C/c2cc(C)ccc2O)sc2c1CCN(C)C2
  -10	-3.0	6	-23	-1.0	9	2	5	-9
33) CCCCNC(=O)CSc1nc2ccc(Nc3nc(N4CCOCC4)nc(N4CCOCC4)n3)cc2s1
  0	-3.1	-6	17	-1.8	21	-14	-9	2
34) CCC(CC)CN1C(Nc2ccccc2)=NC[C@@H]1C
  -3	-1.5	9	0	-1.7	-6	-2	2	2
35) CN(C)CCCOc1ccc(Cl)cc1Br
  1	-3.4	10	-32	-3.4	-5	-7	-5	-1
36) Cn1cccc1C(=O)NCCc1ccc(Cl)cc1
  0	-3.1	1	-12	-2.9	1	-16	7	3
37) COc1ccnc(CN(C)C(=O)C2CCC(=O)N(CCN(C)C)C2)c1 (centres undefined)
  -8	-2.9	8	3	-8.0	11	-1	4	0
38) CC(C)c1ccc(NC2(C#N)C(=O)Nc3ccccc32)cc1 (centres undefined)
  -3	-1.4	-3	5	-1.7	-9	2	2	7
39) CC(=O)Nc1nc2ccccc2n1Cc1ccc(Cl)cc1
  -2	-4.0	7	2	3.4	32	14	1	-2
40) Cc1c(Cl)cccc1NC(=O)COC(=O)CCc1nc2ccccc2n1-c1ccccc1
  -4	-1.9	-15	12	-3.0	4	-2	-4	3

Down the list, as entered above.
IMP-1 inh, compounds 32 to 40: -3.0, -3.1, -1.5, -3.4, -3.1, -2.9, -1.4, -4.0, -1.9
VIM-2 inh, compounds 32 to 40: -1.0, -1.8, -1.7, -3.4, -2.9, -8.0, -1.7, 3.4, -3.0

The list goes on:
Value order – GalR3 antagonist	IMP-1 inh	HCV NS3 hel inh	CRFR2-BP antag	VIM-2 inh	SUMO HTRF inh	p-CIP stab down	IDE cell activ	IDE inh
41) CC(=O)Nc1ccc(NC(=O)Cn2c(CC(=O)N3CCCC3)nc3ccccc32)cc1
  .	-4.8	-1	2	-3.4	14	-10	7	0
42) COc1ccc(-c2nnc3ccc(SCC(=O)N4CCCCCC4)nn23)cc1OC
  2	.	.	0	.	9	-8	-2	11
43) CC(NCC1(N2CCOCC2)CCCCC1)C(=O)N1CCc2ccccc21 (centres undefined)
  1	-4.4	-1	2	-4.0	10	-11	-4	-1
44) CC(=O)C1C(c2ccco2)c2c(noc2C)CC1(C)O (centres undefined)
  -2	-3.2	0	17	-1.6	15	-17	8	4
45) CCO/C(C)=C1\C(=O)N(CC)c2ccccc21
  5	-5.5	8	-11	-1.3	25	-18	2	-3
46) Cc1ccc(-c2noc(C3CCCCC3)n2)cc1
  -2	-3.3	-8	4	-3.3	-9	-4	3	3
47) CC(Sc1nnc(-c2cccs2)n1N)C(=O)NCC1CCCO1 (centres undefined)
  -5	.	.	-9	.	.	.	1	6
48) COc1ccc(C2=NOC(COc3ccc([N+](=O)[O-])cc3)C2)cc1 (centres undefined)
  -2	0.0	-3	25	-0.2	26	-7	3	3
49) COc1ccc(-c2[nH]c(-c3ccc(C)cc3)nc2SCC(=O)NCc2ccco2)cc1OC
  .	-4.0	-2	11	-6.3	10	5	-4	1
50) CC(C)c1ccc(NC(=O)NC2CC3CCC(C2)N3Cc2cccs2)cc1 (centres undefined)
  -4	-3.0	-23	-13	-1.6	2	-10	4	1
51) CCCCc1ccc(-c2csc(/C(C#N)=C/c3ccco3)n2)cc1
  4	-1.6	23	-43	-1.9	33	-9	2	-1
52) Cc1cc(CNC(=O)c2ccc(C)c([N+](=O)[O-])c2)c2ccccc2n1
  4	-2.1	-3	-10	0.0	3	-14	2	1
53) CC(CC(=O)NCc1ccc(Cl)cc1)S(=O)(=O)c1ccc2c(c1)NC(=O)CO2 (centres undefined)
  0	-1.5	-3	-14	-0.2	9	-4	1	4
54) CC(Cc1c[nH]c2ccccc12)C(=O)O (centres undefined)
  -4	-2.2	8	0	-0.4	3	16	5	10
55) COc1ccc(N2CCN(CC(=O)c3ccccc3)CC2)cc1
  -4	-1.1	1	18	-1.3	10	-7	0	0
56) CCCCNC(=O)N1CCCC(N(C)CCc2ccc(OC)c(OC)c2)C1 (centres undefined)
  -2	-2.1	4	6	-3.6	19	-6	2	3
57) CCC(C)(C)NC(=O)CN(CC1CCCO1)C(=O)CCC(=O)Nc1nccs1 (centres undefined)
  -2	-2.2	5	-2	-3.1	8	-2	1	5
58) CC(=O)N1C(c2ccccc2)CC(=O)OC1c1ccc2c(c1)OCO2 (centres undefined)
  -2	-1.2	-2	-17	0.3	-14	4	-5	-4
59) Cc1cccc(NC(=O)CC2SC(=NC3CCCCC3)NC2=O)c1 (centres undefined)
  2	-1.1	-9	-2	0.4	1	5	-1	4
60) O=S(=O)(/N=C/c1c(O)ccc2ccccc12)c1ccccc1
  -6	-4.3	8	-13	-1.4	-4	2	1	5
61) Cc1ccc(N(C(=O)Nc2ccccc2)C2=NCC(C)S2)cc1 (centres undefined)
  -6	-4.8	-8	15	-3.6	-12	12	4	0
62) CC(=O)NCCC(=O)NCc1ccc(F)cc1
  1	-3.5	2	7	-4.5	-10	-12	8	3
63) COc1ccccc1NC(=O)c1ccccc1NS(=O)(=O)c1cccs1
  -2	-1.4	19	9	-2.2	12	-14	-1	4
64) Cc1nn2cc(-c3cccc(Cl)c3)cnc2c1Cl
  -2	-1.1	-5	-19	-2.6	-11	10	2	-2
65) CC(=O)NC(C)C(=O)OCC(=O)Nc1ccc(Br)cc1 (centres undefined)
  -5	-0.1	20	10	-0.2	12	-22	6	2
66) CCOc1ccccc1CN1CCN(Cc2cc(=O)c3ccccc3[nH]2)CC1CCO (centres undefined)
  -3	-3.8	2	12	-0.7	2	-1	-1	1
